High-throughput results from PubChem BioAssay.
GALK inhibitor – blocks human galactokinase activity; Potency, µM (highest dose often 57.5 µM), without a hit: at the top dose activity change, negative = inhibition, actives largely listed as inhibitors; actives 0.007% (n = 270,000); P51570; Purified GALK, Kinase-Glo residual ATP luminescence; also: potency is read from the fitted curve at half-maximal effect; % is scaled to controls: 0 for no effect and ±100 for the full control effect
Target sequence (P51570 whole entry, looked up): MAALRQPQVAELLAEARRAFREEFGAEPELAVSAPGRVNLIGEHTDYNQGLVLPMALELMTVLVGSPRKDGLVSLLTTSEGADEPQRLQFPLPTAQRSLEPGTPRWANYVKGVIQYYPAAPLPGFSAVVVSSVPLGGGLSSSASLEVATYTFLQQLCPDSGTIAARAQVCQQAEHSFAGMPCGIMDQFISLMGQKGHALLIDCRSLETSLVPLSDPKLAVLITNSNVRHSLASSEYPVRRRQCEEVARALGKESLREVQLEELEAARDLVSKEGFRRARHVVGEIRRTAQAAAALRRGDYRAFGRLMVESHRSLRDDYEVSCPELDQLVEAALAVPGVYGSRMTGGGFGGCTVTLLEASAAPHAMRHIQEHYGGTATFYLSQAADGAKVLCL
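Galactose (100 uM) and ATP (35 uM) were turned over by 5 nM GALK for 1 h at RT. Kinase-Glo Plus then converted the remaining ATP into a luminescent signal.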
BCR signal inh – blocks chronic active B-cell receptor signaling; ABC-DLBCL IkBa-CBG/CBR reporter, luminescence ratio, 4 h; Potency, µM (series often up to 46.1 µM), inactives show top-dose ratio change, negative = lower green/red ratio, usual class: inhibitors; actives 0.05% (n = 340,000); AID 493014; active = well fitted inhibition curve with a large enough effect in the signal ratio, with a control signal flat, not every such curve was filed as active; inconclusive = small, poorly fitted or top-dose-only effect, or effect the other way, or a change in a side signal; the % refers to the signal ratio;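 also: potency is read from the fitted curve at half-maximal effect; plate controls were basal doxycycline-induced cells for no effect and cells given 10 µM MG132 for full effect; MG132 reads +100%, hits lower the ratio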
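Doxycycline induced both beetle luciferases in TMD8 lymphoma cells; IKK-driven degradation limits the IkappaBalpha-fused green signal, while red luminescence normalises for cell number and nonspecific effects. Compounds tested up to 46 uM, 4 hrs.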
CXXC DNA block – blocks binding of human MLL CXXC domain to DNA | actives 0.037% (n = 290,000) | MLL-CXXC / FITC-HOXA9 DNA fluorescence polarization | Potency, µM (highest dose often 115 µM), for inactives: top-dose activity change, negative = inhibition, usual class: inhibitors; active = well fitted inhibition curve with a large enough effect in the polarisation, with a control signal flat, not every such curve was filed as active; inconclusive = small, poorly fitted or top-dose-only effect, or effect the other way, or a change in a side signal; inactive = no such curve, though single readings can be large or run the other way; the % refers to the polarisation; also: potency is read from the fitted curve at half-maximal effect
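Steps: dispense CXXC domain solution (7 uM) → pin compounds or unlabeled HOX-A9 DNA control → 5 min ambient → add FLSN-HOX-A9 solution (50 nM) → spin → 30 min ambient → fluorescence polarization. Tris pH 7.5/NaCl/DTT/BSA buffer.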
Giardia killer – Giardia lamblia killing; Giardia lamblia trophozoite viability; activity change, % at 7.66 µM, hits read low; actives 0.15% (n = 340,000); in the data active = activity change below about -80%; inconclusive = between about -30% and that limit;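 also: parasites exposed to compound for two days anaerobically before the ATP read; % is scaled to controls: 0 for no effect and ±100 for the full control effect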
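Media and compound were dispensed first, then trophozoites at 100 cells/well; plates sat 48 hrs at 37 deg C without oxygen before ATP luminescence reagent was added and read after 15-30 min at room temperature.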
TCR activator – T cell receptor activation. primary human leukocytes, anti-CD3, IL-2 HTRF, 48 h. Potency, µM (titrated, usually from 9.22 µM), for the others: top-dose activation of IL-2 secretion, hits mostly activators. 330,000 tested, under 10 active; also: % of control where 0% means no effect
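Primary human leukocytes incubated 48 hr with anti-CD3 beads plus compound, without co-stimulation. Secreted IL-2 measured by HTRF (europium cryptate/d2 anti-IL-2 pair, 320 nm excitation, 665 nm emission).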
hERG WT inh – KCNH2 (human, wildtype) channel inhibition | actives 0.37% (n = 340,000) | activity change, % at 1.84 µM | U2OS, BacMam KCNH2, thallium flux FluxOr; active compounds read low;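 active = maximum activity change below -70%; inconclusive = maximum activity change between -70% and -50%; inactive = maximum activity change above -50%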; also: % is scaled to controls: 0 for no effect and ±100 for the full control effect
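U2OS cells transduced with wild-type KCNH2 virus are loaded with FluxOr dye for 45 min, and thallium flux is measured in kinetic reads before and after stimulation buffer. Rate constants are normalized to DMSO controls.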
Tb PFK block – blocks T. brucei phosphofructokinase | T. brucei PFK, ADP-Glo luminescence | Potency, µM (top dose mostly 57.5 µM), without a hit: at the top dose activity, negative = inhibition, usual class: inhibitors | actives 0.17% (n = 330,000) | AID 485367;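 also: potency is read from the fitted curve at half-maximal effect; 0% = uninhibited 1x PFK enzyme wells and -100% = no-enzyme wells; nearly all actives have a fitted effect of over 60% in size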
Target sequence (O15648 whole entry, looked up): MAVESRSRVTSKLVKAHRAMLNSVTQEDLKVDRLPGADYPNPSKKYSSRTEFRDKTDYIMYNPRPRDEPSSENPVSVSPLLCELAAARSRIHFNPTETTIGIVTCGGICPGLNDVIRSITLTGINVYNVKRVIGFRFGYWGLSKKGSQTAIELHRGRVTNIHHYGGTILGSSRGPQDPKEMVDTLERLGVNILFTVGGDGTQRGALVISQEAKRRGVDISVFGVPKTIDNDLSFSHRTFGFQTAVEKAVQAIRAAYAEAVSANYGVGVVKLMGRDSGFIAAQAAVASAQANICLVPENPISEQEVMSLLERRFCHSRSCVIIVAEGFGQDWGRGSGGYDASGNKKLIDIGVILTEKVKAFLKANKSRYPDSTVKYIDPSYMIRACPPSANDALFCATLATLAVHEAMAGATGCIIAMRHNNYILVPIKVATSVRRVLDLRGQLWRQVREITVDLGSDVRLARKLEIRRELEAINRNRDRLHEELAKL
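1.25 nM PFK with 0.5 mM F6P and 0.1 mM ATP in 0.1 M TEA pH 8.0, 5 mM MgCl2, incubated 45 min at room temperature; ADP measured by ADP-Glo luminescence; compounds titrated up to 57 uM.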
TSHR antag – blocks TSH signaling through the human TSH receptor; TSHR-expressing cells, TSH-stimulated cAMP HTRF, 2 h; active compounds read low; activity change, negative = inhibition, % at 11.5 µM; actives 0.2% (n = 330,000);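 active = activity change below a set negative limit, meaning inhibition stronger than a set level, cut at about -70% in these data; inconclusive = activity change between two set negative limits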; also: % is scaled to controls: 0 for no effect and ±100 for the full control effect
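Inhibition of cAMP made by TSHR-expressing cells under TSH stimulation (4nM final, EC80; 2 h, 37 deg C) is quantified with a one-step lysis HTRF kit, anti-cAMP cryptate versus cAMP-d2.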
A-T KAP1 phos – candidate therapy for ataxia-telangiectasia | […] A-T fibroblasts, KAP-1 phosphorylation AlphaLISA; neocarzinostatin DNA damage 30 min before lysis | Potency, µM (series often up to 57.5 µM), without a hit: at the highest dose activation, usual class: activators | actives 0.19% (n = 320,000); also: potency is read from the fitted curve at half-maximal effect; % of control where 0% means no effect; nearly all actives have a fitted effect of over 45% in size
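hTERT-immortalized A-T patient fibroblasts ([…]), 500 cells/well in OPTI-MEM, 1% FBS, got compounds for 60 min, then NCS for 30 min at 37C. Lysates were then assayed for phospho-KAP-1 by AlphaLISA (anti-pKAP1 donor, anti-KAP1 acceptor beads), 6 hr at 25C.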
FBPA coupling cs – coupling enzyme interference in Giardia aldolase counter-screen; coupling enzyme system counterscreen, AmpLite Red fluorescence; activity change, negative = inhibition, % at 58.2 µM, hits read low; actives 0.67% (n = 290,000); AID 2472; in the data active = activity change below about -30%; also: % is scaled to controls: 0 for no effect and ±100 for the full control effect
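Compounds tested against the coupling enzymes alone at 57.5 uM final; readout was AmpLite Red fluorescence (525/598 nm) after 20 min at RT.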
* marks the source's active call; other numbers are inactive results; ? = inconclusive; / = not tested or not shown; [ ] = remark or other dose. Unless noted, calls follow the shape of the dose curve; as a rule, active = well fitted curve in the direction sought with a large enough effect; inconclusive = small, poorly fitted or top-dose-only effect, or another doubt; inactive = no such curve, though single readings can be large; an effect the other way counts as inactive or inconclusive. Rows were taken by chance (roughly 1.6% active in at least one column).

The first 9 entries as a preview:
SMILES	GALK inhibitor	BCR signal inh	CXXC DNA block	Giardia killer	TCR activator	hERG WT inh	Tb PFK block	TSHR antag	A-T KAP1 phos	FBPA coupling cs
Cc1cc(C(=O)NCc2ccco2)cs1	-1%	?	3%	4	/	-2	0%	12	-10%	-4
CC(/C=C/c1ccccc1)=N/NC(=O)CNC(=O)c1ccc2c(c1)OCO2	0%	-8%	18%	1	4%	6	-2%	1	4%	2
COC(=O)c1cc(-c2ccc(S(=O)(=O)N3CCCC3)cc2)c(C(F)(F)F)s1	2%	?	4%	-14	2%	-4	-12%	1	2%	8
COc1ccc(N2C(=O)CC(NNC(=O)c3cc(C)oc3C)C2=O)cc1 (stereo not given)	-1%	?	2%	2	8%	-4	-1%	-5	2%	-2
CN1CCN(CCn2c(=S)[nH]c3ccccc3c2=O)CC1	4%	4%	-15%	-12	1%	5	-9%	3	-5%	0
CC1(C)Cc2nc3scc(NC(=O)c4ccccc4)c3cc2CO1	-3%	-7%	5%	-18	-5%	2	1%	-5	9%	0
O=C(CN1CCN(c2ccccn2)CC1)Nc1cccc(F)c1	5%	?	5%	4	4%	-7	-6%	-6	-2%	0
CCN1C(=O)CC2(C[N+]3(C)CCC2CC3)C1=O (stereo not given)	2%	-2%	4%	21	2%[46.1 µM]	-3	-4%	6	14%	2
O=C(O)c1cccnc1Sc1ncnc2sc3c(c12)CCC3	1%	2%	1%	5	3%	-1	1%	6	-18%	1

Main list, from the start:
SMILES	GALK inhibitor	BCR signal inh	CXXC DNA block	Giardia killer	TCR activator	hERG WT inh	Tb PFK block	TSHR antag	A-T KAP1 phos	FBPA coupling cs
Cc1cc(C(=O)NCc2ccco2)cs1	-1%	?	3%	4	/	-2	0%	12	-10%	-4
CC(/C=C/c1ccccc1)=N/NC(=O)CNC(=O)c1ccc2c(c1)OCO2	0%	-8%	18%	1	4%	6	-2%	1	4%	2
COC(=O)c1cc(-c2ccc(S(=O)(=O)N3CCCC3)cc2)c(C(F)(F)F)s1	2%	?	4%	-14	2%	-4	-12%	1	2%	8
COc1ccc(N2C(=O)CC(NNC(=O)c3cc(C)oc3C)C2=O)cc1 (stereo not given)	-1%	?	2%	2	8%	-4	-1%	-5	2%	-2
CN1CCN(CCn2c(=S)[nH]c3ccccc3c2=O)CC1	4%	4%	-15%	-12	1%	5	-9%	3	-5%	0
CC1(C)Cc2nc3scc(NC(=O)c4ccccc4)c3cc2CO1	-3%	-7%	5%	-18	-5%	2	1%	-5	9%	0
O=C(CN1CCN(c2ccccn2)CC1)Nc1cccc(F)c1	5%	?	5%	4	4%	-7	-6%	-6	-2%	0
CCN1C(=O)CC2(C[N+]3(C)CCC2CC3)C1=O (stereo not given)	2%	-2%	4%	21	2%[46.1 µM]	-3	-4%	6	14%	2
O=C(O)c1cccnc1Sc1ncnc2sc3c(c12)CCC3	1%	2%	1%	5	3%	-1	1%	6	-18%	1
CC1CCCN(c2nc3c(c(=O)[nH]c(=O)n3C)n2Cc2ccccc2Cl)C1 (stereo not given)	1%	1%	4%	6	5%	-6	-7%	0	6%	-4
Oc1ccc2ccccc2c1N=Nc1nccs1	12%	?	?	3	6%	-12	?	5	-9%	-7
CCOc1ccc(NC(=O)COc2ccc(S(=O)(=O)N3CCOCC3)cc2)cc1	/	-1%	/	1	-1%[46.1 µM]	2	-1%	7	20%	/
COc1cc(OC)cc(-c2c(-c3cccs3)c3cc(-c4cccc5[nH]ccc45)ccc3n2C)c1	/	-1%	/	20	8%	-1	4%	-23	2%	/
C=C1CSc2nc(=O)c3c4c(sc3n21)CCCC4	1%	3%	-9%	?	-13%	-3	0%	-5	0%	2
CC(C)NC(=O)COCc1cc(-c2ccc3c(c2)OCO3)on1	/	-1%	6%	-9	6%	-14	-14%	2	-5%	0
N#Cc1cc([N+](=O)[O-])ccc1NCCN1CCOCC1	0%	1%	-26%	7	5%	2	1%	-8	3%	0
COc1cc2c(cc1OC)C(c1ccccc1)N(C(=O)c1cccc(S(C)(=O)=O)c1)CC2 (stereo not given)	-2%	1%	21%	-8	6%	13	0%	-18	2%	0
CC(C)C(NC(=O)OCc1ccccc1)C(=O)NC(Cc1ccc(O)cc1)C(=O)O (stereo not given)	-3%	7%	1%	-8	4%	-2	-1%	-9	9%	0
CC(C)Oc1ccc(/C(O)=C2/C(=O)C(=O)N(CCCn3ccnc3)C2c2cccnc2)cc1 (stereo not given)	1%	-3%	11%	17	-5%[46.1 µM]	-23	-13%	61	3%	0
O=C(CSc1nnc(-c2ccncc2)o1)NCc1ccccc1Cl	0%	?	3%	16	6%[46.1 µM]	-5	1%	2	3%	-1
CC(C)CC(=O)NC(NC(=O)CC(C)C)c1cccc([N+](=O)[O-])c1	6%	-8%	2%	10	3%	0	-3%	6	6%	0
COc1ccc(S(=O)(=O)NN(C)c2nc(C(F)(F)F)nc3ccccc23)cc1	17%	4%	23%	-24	/	-11	-2%	-20	1%	5
Cc1snc(SCC(=O)N/N=C(\N)COc2ccc(F)cc2)c1C#N	2%	4%	-4%	9	8%	1	0%	9	7%	0
CCOc1ccc2nc(N3CCCC(C(=O)NCCCN4CCOCC4)C3)sc2c1 (stereo not given)	0%	-22%	-1%	?	-63%	-5	1%	-5	-3%	-2
CCN(C(=O)CCS(=O)(=O)c1cccc2nsnc12)c1cccc(C)c1	0%	1%	6%	6	-6%	3	2%	1	3%	-3

2 records picked at random from the list so far:
SMILES	GALK inhibitor	BCR signal inh	CXXC DNA block	Giardia killer	TCR activator	hERG WT inh	Tb PFK block	TSHR antag	A-T KAP1 phos	FBPA coupling cs
COC(=O)c1cc(-c2ccc(S(=O)(=O)N3CCCC3)cc2)c(C(F)(F)F)s1	2%	?	4%	-14	2%	-4	-12%	1	2%	8
O=C(CSc1nnc(-c2ccncc2)o1)NCc1ccccc1Cl	0%	?	3%	16	6%[46.1 µM]	-5	1%	2	3%	-1

Additional compounds follow.
SMILES	GALK inhibitor	BCR signal inh	CXXC DNA block	Giardia killer	TCR activator	hERG WT inh	Tb PFK block	TSHR antag	A-T KAP1 phos	FBPA coupling cs
COCCN(CC(=O)NC1CCCCC1)C(=O)c1csnn1	/	3%	-5%	-7	0%	-19	3%	15	0%	-1
COC(=O)Cc1cc(=O)[nH]c(/N=C(\N)Nc2ccccc2)n1	-1%	15%	4%	7	/	-9	0%	5	5%	-2
CC1(C)CN(O)CCN1O	0%	0%	-4%	-3	-1%[46.1 µM]	3	9%	-5	-3%	2
CCn1c(=O)c2sccc2n2c(CCCC(=O)N3CCN(c4ccccn4)CC3)nnc12	2%	-1%	-1%	12	2%	6	-3%	26	28%	/
COc1ccc2oc(C(=O)N3CCN(C(=O)c4ccco4)CC3)c(C)c2c1	/	?	/	21	0%	2	-1%	-3	2%	/
CCCn1c(SCC(=O)Nc2nc(-c3ccc(OC)cc3)cs2)nc2c1c(=O)n(C)c(=O)n2C	1%	5%	-1%	-11	-6%[46.1 µM]	-15	-2%	1	-2%	0
Cc1ccc(-n2c(C(C)C)nc3oc4ccccc4c(=O)c3c2=O)cc1	-3%	/	5%	21	-17%	-7	0%	-10	-1%	0
CN1CC(c2ccccn2)C2(SC(=S)N(Cc3ccccc3)C2=O)C12C(=O)Nc1ccccc12 (stereo not given)	-4%	2%	24%	-6	/	-18	0%	-4	-7%	-2
COc1ccc(OCC(=O)Nc2ccccc2C(=O)NC(C)C)cc1	3%	3%	-3%	1	1%	-10	-3%	2	4%	2
COc1cc(OC)cc(C(=O)NNC(=O)C(=O)Nc2cc(OC)c(Cl)cc2OC)c1	14%	0%	3%	-22	1%	9	-1%	-6	0%	14
Oc1ccccc1/C=N/NC(=S)NCCc1ccccc1	6%	5%	1%	?	0%	0	3%	-8	-7%	1
CCOc1ccccc1Nc1nc(N)nc(CN(C)C2CCCCC2)n1	1%	-1%	4%	-7	0%	4	3%	3	2%	0
COc1ccc(OCc2cc(C(=O)N(C)Cc3nccn3C)no2)c2ccccc12	-5%	-17%	4%	13	1%	0	4%	14	3%	-11
Cc1nc2ccccc2n1C(=O)c1ccc(Cl)cc1[N+](=O)[O-]	1%	-7%	-4%	12	-7%[46.1 µM]	5	3%	8	4%	4
COCCCN(C(=S)NC(=O)c1ccc(Br)cc1)c1c(N)n(Cc2ccccc2)c(=O)[nH]c1=O	0%	3%	26%	-6	6%	1	-3%	1	3%	5
Cc1ccccc1NC(=O)Cc1nc(COC(=O)c2cc([N+](=O)[O-])ccc2NCCO)cs1	/	?	/	-8	-5%	-3	-10%	3	0%	/
COC(=O)c1cc(C(=O)OC)cc(N2C(=O)CC(NNC(=O)c3ccccc3Br)C2=O)c1 (stereo not given)	5%	?	-6%	-8	-11%	1	0%	-12	0%	1
COc1cc(C(=O)NC(c2ccccc2)c2ccccc2)cc(OC)c1C	-1%	0%	-8%	-7	1%	0	-1%	4	5%	-2
COc1ccc(-c2cc(=O)c3c(O)c(OC)c(O)cc3o2)cc1	0%	?	5%	?	0%	5	19%	-14	-7%	1
